# Compound activity as filed in PubChem.
# Lipid storage S3: qHTS Assay for Lipid Storage Modulators in Drosophila S3 Cells; Drosophila S3 cells, BODIPY lipid droplet fluorescence, 18-24 h; cells fed with added oleic acid; lipid storage change, negative = inhibition, % at the top dose, mostly 46.1 µM; hits show Potency in µM; 320,000 tested, 0.64% active; AID 2685; active means well fitted inhibition curve with a large enough effect in the signal ratio, with a control signal flat, not every such curve was filed as active; inconclusive means small, poorly fitted or top-dose-only effect, or effect the other way, or a change in a side signal; the % refers to the signal ratio
#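 Laser-scanning cytometry quantifies lipid droplet accumulation (500–530 nm total intensity; droplet/cell object ratio) in oleic acid-fed (400 uM added) Drosophila S3 cells treated with a concentration series. 20 uM Triacsin C defined 100% inhibition.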
# Lipid storage S3 cell count max: second read-out of Lipid storage S3, no call of its own (marks repeat the call); cell number change, %; measured here: cell count max response;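 cells counted by Cell Tracker Red CMTPX staining in the red channel; peak over a dose series mostly up to 46.1 µM; percent activity relative to internal control wells on each plate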
# Starred values were filed as active, the others as inactive; i = inactive; ? = inconclusive; . = not tested or not shown; [ ] = remark or other dose. On the % scale 0 is the no-effect control and ±100 the full control effect; potency means the concentration at half of the fitted maximal effect. Only part of the results is shown; count on the stated rates, not on these rows.
Lipid storage S3 cell count max | Lipid storage S3 | molecule
5 | i | COc1ccc(CCC2(C)NC(=O)N(C(C)C(=O)Nc3ccccc3F)C2=O)cc1 (configuration not stated)
. | ? | O=c1[nH]c(NCCCO)nc2c1C1(CCCC1)Cc1ccccc1-2
. | ? | Cc1cccc(N2C(=O)N3[C@H](c4ccc(F)cc4)[C@@H]4C(=O)N(C5CCCCC5)C(=O)[C@@H]4[C@]3(Cc3ccc(Cl)cc3)C2=O)c1
. | i | O=C(NC1CCCC1)C(c1ccncc1)N(C(=O)c1csnn1)c1ccccc1F (configuration not stated)
. | ? | O=C(C1CCCCC1)N1CCN(S(=O)(=O)c2ccc(Cl)cc2)CC1
-10 | -4% | Fc1ccc(NC(=S)NCCc2ccccn2)cc1
. | ? | O=C(Nc1ncn[nH]1)c1ccc(Cl)c(Cl)c1
3 | i | O=C(NCCc1ccccc1Cl)C1CCC(=O)N(CCCc2ccccc2)C1 (configuration not stated)
1 | 7% | Cc1ccccc1OCC(O)CN1CCCCC1 (configuration not stated)
. | ? | CCn1c(SCC(=O)NNC(=O)c2ccc(C)cc2)nnc1C1CC1

# Compound profiles (already shown).
# COc1ccc(CCC2(C)NC(=O)N(C(C)C(=O)Nc3ccccc3F)C2=O)cc1 (configuration not stated) is listed as Lipid storage S3 cell count max = 5; Lipid storage S3 = i
# O=c1[nH]c(NCCCO)nc2c1C1(CCCC1)Cc1ccccc1-2 is listed as Lipid storage S3 cell count max = .; Lipid storage S3 = ?

# Going on with the list.
Lipid storage S3 cell count max | Lipid storage S3 | molecule
. | ? | CC(=O)c1cnc(Nc2nc(C)c3cc(C)c(C)cc3n2)nc1C
. | ? | Cc1ccc(CNC(=O)c2ccc(N3CCC4(CC3)CC(c3cccc(Br)c3)=NO4)c(N)c2)cc1
12 | -7% | CCN(CC)CC(O)c1cccn1-c1ccc(CNC(=O)NC(C)C)cc1 (configuration not stated)
. | ? | O=C(COc1ccccc1)NCC(=O)Nc1ccncc1
. | ? | Cc1ccc(C(=O)OCC(=O)Nc2cccc(S(=O)(=O)N3CCOCC3)c2)o1
. | ? | O=C(NC1CCCCC1)N1CCN(C(c2ccccc2)c2ccccc2)CC1
6 | -1% | COc1ccc(S(=O)(=O)N2CCN(CC(=O)NCC3(N4CCOCC4)CCCCC3)CC2)cc1
. | ? | COc1cccc(-c2csc(NC(=O)Nc3ccccc3)n2)c1
-7 | i | CS(=O)(=O)N1CCN(C(=O)CCC2CCCC2)CC1
1 | 5% | COc1ccc(C)cc1NC(=O)C(=O)NCc1ccncc1
. | ? | Cc1cc2oc(C(=O)NCc3ccc4c(c3)OCO4)c(C)c2cc1C
. | ? | CC(C)CC(=O)C1=C(O)C(=O)N(Cc2ccccc2)C1c1ccccc1 (configuration not stated)
-5 | 23% | COc1ccc(Nc2nc(Cl)nc(NCc3ccco3)n2)c(OC)c1
0 | 7% | CCCN1CCN(CCCNC(=S)Nc2ccc(F)cc2)CC1
. | ? | O=C(NCc1cc(F)cc(C(F)(F)F)c1)C1CCC(=O)N(C2CCCC2)C1 (configuration not stated)
. | ? | CC1=NOC(=O)/C1=C/c1ccc2c(c1)OCO2
-3 | 3% | Nc1ccc(C(=O)N/N=C/c2ccccc2)cc1
. | ? | COc1ccc(NC(=O)CCCSc2ccccc2)cc1
. | ? | Cc1cccc(-c2cnn(-c3cccc([N+](=O)[O-])c3)c2N)c1
. | 15% | O=C(CCC1CCCCC1)NCCS(=O)(=O)N1CCN(c2ccccc2F)CC1
10 | 7% | Cc1ccc(Nc2c(-c3ccccc3)nc3cnccn23)cc1
. | i | Cn1c(=O)c2c(nc(NCCCO)n2Cc2cccc(Br)c2)n(C)c1=O
5 | -2% | CC1(C)Cc2c(sc3nc(SCC(=O)O)[nH]c(=O)c23)CO1
. | ? | Nc1nonc1C(=O)N/N=C/c1ccc(-c2cccc(C(=O)O)c2)o1
-13 | 8% | Cc1nn2c(N3CCN(C(=O)c4ccco4)CC3)cc(C(C)(C)C)nc2c1-c1ccc(Cl)cc1
. | i | O=C(O)c1ccc(CNCc2c(Cl)cccc2Cl)cc1
. | i | Cc1cc(C)cc(Oc2ccccc2C=O)c1
. | ? | CCOc1ccccc1N1CCN(C(=O)c2ccc(Cl)c(S(=O)(=O)N3CCCCC3)c2)CC1
. | ? | CC1(C(=O)OCC(=O)Nc2ncc(Cl)cc2Cl)CC1(Cl)Cl (configuration not stated)
-17 | i[0.0737 µM] | CCc1noc(C)c1C(=O)N(Cc1ccccc1)c1c(N)n(CCOC)c(=O)[nH]c1=O

# Arranged by SMILES length (largest number first): part of the list above.
Lipid storage S3 cell count max | Lipid storage S3 | molecule
-13 | 8% | Cc1nn2c(N3CCN(C(=O)c4ccco4)CC3)cc(C(C)(C)C)nc2c1-c1ccc(Cl)cc1
. | ? | CCOc1ccccc1N1CCN(C(=O)c2ccc(Cl)c(S(=O)(=O)N3CCCCC3)c2)CC1
. | ? | Nc1nonc1C(=O)N/N=C/c1ccc(-c2cccc(C(=O)O)c2)o1
5 | -2% | CC1(C)Cc2c(sc3nc(SCC(=O)O)[nH]c(=O)c23)CO1
10 | 7% | Cc1ccc(Nc2c(-c3ccccc3)nc3cnccn23)cc1
. | i | O=C(O)c1ccc(CNCc2c(Cl)cccc2Cl)cc1
. | i | Cc1cc(C)cc(Oc2ccccc2C=O)c1

# Next section.
Lipid storage S3 cell count max | Lipid storage S3 | molecule
16 | i | Cn1c(SCC(=O)Nc2cccc(Br)c2)nnc1-c1cc2ccccc2o1
. | ? | O=C(CCS(=O)(=O)c1ccc2c(c1)NC(=O)CS2)NCc1cccs1
. | ? | CS(=O)(=O)c1ccc(C(=O)Nc2ccc(N3CCCC3)cc2)c(Cl)c1
. | ? | COc1cc(CO)ccc1OCC(=O)N1CCc2ccccc21
. | ? | COc1ccc(OCC(=O)Nc2ccc3c(c2)nc(CCN2CCCCC2)n3C)cc1
-13 | 3% | COc1ccc(Br)cc1/C=N/n1c(C)nnc1C
. | i | COc1ccc(OCC(O)CNS(=O)(=O)c2cccc(Cl)c2)cc1 (configuration not stated)
. | ? | O=c1c2c3c(sc2ncn1/N=C/c1cccnc1)CCCC3
. | ? | CC1CCCCC12NC(=O)N(CC(=O)N1CCN(S(=O)(=O)Cc3ccccc3)CC1)C2=O (configuration not stated)
. | ? | CCOC(=O)c1nnn(-c2nonc2N)c1COc1ccc(F)cc1
. | ? | O=C(Nc1cccc(F)c1)c1ccc(S(=O)(=O)NCC2CCCO2)cc1 (configuration not stated)
. | ? | COc1ccc(CC(=O)NCc2nnc(SCC(=O)Nc3nccs3)n2-c2ccccc2)cc1
21 | 8% | Cc1ccsc1/C=N/NC(=O)C(N)=O
. | ? | O=C(NNC(=O)c1ccccc1C(=O)O)c1ccc(O)cc1
. | ? | COC(=O)c1ccc(OCCCCN(C)Cc2ccccc2)cc1
0 | i | Cc1ccc(/C=C2\SC(N3CCCC3)=NC2=O)cc1
. | ? | Cc1cc(=O)[nH]c2c1c(C)nn2C1CCCC1
13 | i | CN1CCc2nc(NC(=O)c3cccc(S(=O)(=O)N4CCc5ccccc54)c3)sc2C1
16 | 4% | CC(=O)NC1C(=O)N=C(SCC(=O)Nc2sc3c(c2C#N)CCCCCC3)NC1=O (configuration not stated)
. | ? | CC1CC1C(=O)OCC(=O)NCc1ccc(Cl)cc1Cl (configuration not stated)
. | ? | CC(C)(CNC(=O)c1ccc(S(=O)(=O)Nc2ccccc2F)cc1)N1CCOCC1
-9 | 8% | O=C(Nc1ccccc1)c1ccc[n+](Cc2ccc([N+](=O)[O-])cc2)c1
. | ? | COCc1cc(=O)[nH]c2cc(NC(=O)C(F)(F)F)c(C)cc12
. | ? | O=C(c1ccccn1)N1CCCC(N2CCN(c3ccccc3)CC2)C1 (configuration not stated)
. | ? | O=C(CS(=O)(=O)Cc1ccccc1)Nc1nnc(C2CCCCC2)s1
16 | i | CN(Cc1ccccc1)C(=O)C1CCN(S(=O)(=O)c2cccc3nonc23)CC1
10 | 0% | NS(=O)(=O)c1cccc(NC(=O)CSc2nc3nc(-c4cccs4)cc(C(F)(F)F)c3c(=O)[nH]2)c1
-12 | i | CCN(Cc1ccccc1)S(=O)(=O)c1cc(C(=O)OC)n(C)c1
. | ? | NC(=O)C1CCN(C(=O)CSc2nc3ccccc3[nH]2)CC1
. | ? | Cc1ccc(COC(=O)Cc2coc3cc(O)ccc23)cc1
. | ? | COc1ccc(C(=O)n2c(N)nc3ccccc32)cc1OC
. | -41% | COc1ccc(OC)c(-c2nn(-c3ccccc3)cc2C(=O)NCC(c2cccs2)N2CCOCC2)c1 (configuration not stated)
-16 | -8% | CCOc1ccc(NC(=O)CN(C)C(=O)c2cccc3ccccc23)cc1OCC
18 | 11% | O=C(CSc1nnnn1-c1cccc(O)c1)NC1CC1
. | ? | COC(=O)c1ccc(CNC(=O)c2ccc3c(c2)OCCO3)cc1
9 | 16% | CCC(C)(C)NC(=O)C(c1ccc(C)cc1)N(CCN1CCOCC1)C(=O)CNC(=O)c1cccs1 (configuration not stated)
. | ? | O=C(Nc1ccc(Oc2ccccc2)nc1)C1CCCCN1Cc1ccc(O)cc1 (configuration not stated)
-1 | -7% | Cc1cc(=O)[nH]c(N/N=C/c2c(F)c(F)c(F)c(F)c2F)n1
. | ? | COCCNC(=O)C(c1ccc(O)cc1)N(Cc1cccs1)C(=O)CCC(=O)Nc1ccccn1 (configuration not stated)
. | ? | CN1CCN(S(=O)(=O)c2cccc(C(=O)N(C)C(c3ccccc3)c3ccccc3)c2)CC1
. | ? | CCCN1CCN(C(=O)CCc2nnc3ccc(N4CCN(c5cccc(OC)c5)CC4)nn23)CC1
5 | 0% | O=C(O)CCn1[nH]c(=O)ccc1=O
0 | 8% | CCN1CCN(c2nc3c(c(=O)n(C)c(=O)n3C)n2CCSc2nccc(C)n2)CC1
-14 | -6% | Cc1ccc(C(=O)NCc2ccco2)cc1S(=O)(=O)N1CCOCC1
-15 | 16% | COCCn1c(Cc2ccccc2)nnc1SCc1nc2ccccc2c(=O)[nH]1
-3 | i | COc1cc2c(cc1OC)/C(=C/C(=O)c1ccc([N+](=O)[O-])c(C)c1)NCC2
. | i | O=C(NCCCC1CCCC1)C1CCC(=O)N(Cc2cccc(C(F)(F)F)c2)C1 (configuration not stated)
16 | 17% | C=CCNC(=S)N/N=C/c1ccc(-c2ccc(Br)cc2)o1
. | ? | Nc1nc(SCc2ccc3c(c2)OCO3)n[nH]1
. | i | CC12CCC(C(=O)Nc3cc(F)ccc3F)(CC1=O)C2(C)C (configuration not stated)

# Going on with the list.
Lipid storage S3 cell count max | Lipid storage S3 | molecule
. | ? | COc1ccc(C(=O)NN2C(=O)C3C4C=CC(O4)C3C2=O)cc1 (configuration not stated)
. | ? | COc1ccc(-c2oc3ccc(-c4cc(OC)c(OC)c(OC)c4)cc3c2C#Cc2ccsc2)cc1
. | ? | O=C(NC1CC1)c1cccc(NC(=O)c2cn3ccccc3n2)c1
6 | 11% | Nc1cc2c(cc1C(=O)c1ccccc1F)OCCO2
. | ? | Cc1ccc(OCc2cc(C(=O)N(C)CCc3nc4ccccc4[nH]3)no2)cc1C
-16 | -1% | O=C(c1ccco1)N1CCN(C(c2ccc(Cl)cc2)c2nnnn2Cc2ccccc2)CC1 (configuration not stated)
. | ? | COCCCn1c(=O)c2ccccc2n(Cc2ccc(C)cc2)c1=O
. | ? | Cc1ccc(Nc2nc3nonc3[nH]c2=O)cc1
. | ? | O=C(O)CC(Cc1ccc(Br)cc1)C(=O)Nc1ccccc1 (configuration not stated)
. | ? | O=C(Cc1c(Cl)cccc1Cl)N/N=C/c1cccnc1
. | ? | CCCc1cc(NCCN(C)C)n2c(nc3ccccc32)c1C#N
. | ? | O=S1(=O)CCOC[C@H](CC2CCCCC2)N1Cc1ccccc1
24 | 11% | Cc1cccc(C(=O)OC(C)CN2CCN(C)CC2)c1 (configuration not stated)
. | ? | Cc1c(NC(=O)CSc2nc3ccccc3s2)c(=O)n(-c2ccccc2)n1C
. | ? | CCOc1ccc2ccccc2c1C1NC(=O)NC(C)=C1C(=O)OCCOC (configuration not stated)
. | ? | COC(=O)c1cc(Br)ccc1NC(=O)CCNC(=O)c1ccco1
0 | 9% | COc1ccc(/C=N/n2c(-c3n[nH]c4c3CCC4)n[nH]c2=S)cc1
9 | i | O=C(CSc1nnc(CNc2ccccc2)o1)c1ccc2c(c1)OCCO2
1 | 26% | CC1CCCCC1NC(=O)c1ccc2c(c1)[nH]c(=O)n2C1CCCC1 (configuration not stated)
. | 1% | Cc1nc2c(C(F)(F)F)cccc2c2c1CCS2
. | ? | Cc1cccc(NC(=O)C2CC(=O)N(c3ccc4c(c3)OCCO4)C2)n1 (configuration not stated)
. | ? | CCOc1ccccc1NC(=O)C(NCCc1ccc(OC)cc1)c1ccccc1 (configuration not stated)
15 | -4% | CCOC(=O)CSc1nnc(C)n1N
. | ? | C/C(=N\NC(=O)c1ccccc1[N+](=O)[O-])c1c(O)cc(C)oc1=O
. | i | CCCn1c(SCC(=O)N2CCCc3ccccc32)nnc1-c1ccccn1
. | ? | Cc1ccc(NC(=O)CSc2nnc(-c3ccccc3C)o2)cc1C
. | -14% | CCCOc1cc(N)ccc1C(=O)OCCN(CC)CC
